# Assay outcomes from PubChem.
# CIT2 TOR yeast: alters CIT2-GFP fluorescence in TOR pathway yeast screen. GFP response vs DMSO, % at 10 µM. S. cerevisiae CIT2-GFP strain, flow cytometry, 3 h; 100 means same as DMSO wells. AID 2029. 320,000 tested, 0.065% active;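 active means GFP response relative to DMSO above a set limit, near the screen mean plus 3 SD, cut at about 150% in these data; inconclusive means Fewer than 70 cells measured for a yeast strain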;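 further: ratio of well median GFP fluorescence to mean of DMSO wells on the plate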
# MEP2-GFP yeast: modulators of TOR pathway MEP2-GFP in S. cerevisiae | 330,000 tested, 0.51% active | GFP response vs DMSO, % at 10 µM | S. cerevisiae MEP2-GFP strain, flow cytometry GFP, 3 h; 100% = DMSO control level;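 active means GFP response versus DMSO above a set limit, roughly screen mean plus 3 SD, cut at about 180% in these data; inconclusive means fewer than 70 cells counted for a yeast strain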;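 further: median GFP fluorescence of the barcode-gated MEP2-GFP cells per well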
# AGP1 TOR yeast: modulators of TOR pathway AGP1-GFP in S. cerevisiae; GFP response vs DMSO, % at 10 µM; 320,000 tested, 0.02% active; S. cerevisiae AGP1-GFP multiplex flow cytometry, 3 h; GFP as percent of DMSO wells;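 active means GFP response relative to DMSO above a set limit, near screen average plus 3 SD, cut at about 150% in these data; inconclusive means fewer than 70 cells counted for the yeast strain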;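 further: median GFP channel fluorescence of the gated AGP1 strain per well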
# GRK2 aptamer HTS: human GRK2 inhibition via aptamer displacement; P25098; bead flow cytometry, FAM-aptamer displacement from GRK2; inhibition of aptamer binding, % at 10 µM; 330,000 tested, 0.59% active; AID 488847;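 active means inhibition of aptamer binding above 40%, roughly 3 SD of noise, on plates passing a quality check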;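 further: median bead fluorescence of bound FAM aptamer so fluorescent compounds give negative values; no value below 0 was filed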
# LAP4-GFP MLPCN: alters LAP4-GFP fluorescence in TOR pathway yeast screen. GFP response vs DMSO, % at 10 µM. AID 2023. 320,000 tested, 0.34% active. S. cerevisiae LAP4-GFP multiplex, flow cytometry GFP, 3 h; median GFP as percent of DMSO wells;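 active means GFP response vs DMSO above a set limit, about the screen mean plus 3 SD, cut at about 150% in these data; inconclusive means under 70 cell events counted for the yeast strain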
# VLA-4 inh: inhibition in a human VLA-4 binding assay | AID 2557 | 330,000 tested, 0.2% active | VLA-4 expressing cells, ligand binding flow cytometry | P13612 | inhibition, % (about 7 µM as worked out from the volumes in the protocol); in the data active means inhibition above about 50%
# Target sequence (P13612 whole entry, looked up): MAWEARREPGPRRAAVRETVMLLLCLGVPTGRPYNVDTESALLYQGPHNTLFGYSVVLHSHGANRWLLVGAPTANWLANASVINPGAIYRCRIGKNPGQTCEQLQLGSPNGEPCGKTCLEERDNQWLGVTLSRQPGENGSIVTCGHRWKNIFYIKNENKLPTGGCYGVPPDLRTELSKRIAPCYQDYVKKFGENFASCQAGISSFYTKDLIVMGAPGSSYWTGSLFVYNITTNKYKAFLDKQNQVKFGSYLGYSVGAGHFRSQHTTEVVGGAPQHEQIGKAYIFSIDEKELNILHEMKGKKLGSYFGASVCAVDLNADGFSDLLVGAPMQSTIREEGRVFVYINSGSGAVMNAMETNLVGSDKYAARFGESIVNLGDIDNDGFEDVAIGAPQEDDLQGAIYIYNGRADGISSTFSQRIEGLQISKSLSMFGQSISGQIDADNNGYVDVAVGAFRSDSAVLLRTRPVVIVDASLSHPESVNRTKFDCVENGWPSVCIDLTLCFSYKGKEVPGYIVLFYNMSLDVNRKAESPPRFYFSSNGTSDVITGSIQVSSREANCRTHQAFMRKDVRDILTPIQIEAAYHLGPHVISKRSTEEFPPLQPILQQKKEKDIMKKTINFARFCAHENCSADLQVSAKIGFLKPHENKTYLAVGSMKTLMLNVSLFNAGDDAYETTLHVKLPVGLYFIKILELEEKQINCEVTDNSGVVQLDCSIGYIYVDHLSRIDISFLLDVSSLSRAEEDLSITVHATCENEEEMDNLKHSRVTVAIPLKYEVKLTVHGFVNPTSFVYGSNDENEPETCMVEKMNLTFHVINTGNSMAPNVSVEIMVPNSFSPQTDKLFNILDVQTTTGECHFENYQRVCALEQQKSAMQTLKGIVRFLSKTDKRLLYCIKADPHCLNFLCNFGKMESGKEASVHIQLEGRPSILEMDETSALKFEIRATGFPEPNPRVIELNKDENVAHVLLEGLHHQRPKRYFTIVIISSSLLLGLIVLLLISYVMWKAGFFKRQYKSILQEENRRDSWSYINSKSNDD
# RPL19A TOR yeast: yeast TOR pathway RPL19A-GFP modulation | percent response vs DMSO, % at 10 µM | S. cerevisiae RPL19A-GFP strain, flow cytometry, 3 h; hits give low values | 330,000 tested, 0.3% active | AID 2025;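 active means percent response vs DMSO below 50%; inconclusive means fewer than 70 events counted for the yeast strain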;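 further: median channel GFP fluorescence of the barcoded RPL19A-GFP strain; ratio of sample median GFP to plate DMSO average so 100% = DMSO; lower means less RPL19A-GFP as with rapamycin TOR inhibition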
# JMJD2C inh: inhibitors of human GASC-1 (JMJD2C) demethylase; inhibition, % at 2.35 µM; Q9H3R0; 330,000 tested, 0.069% active; AID 2099; GST-JMJD2C(1-420) H3K9me3 demethylation, DELFIA europium;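 active means more than half of a compound's replicate wells show inhibition beyond 50%, single wells judged on their own value; inconclusive means some, but no more than half, of replicates pass 50% inhibition; inactive means no replicate passes 50% inhibition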;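 further: signal counts dimethyl H3K9 product captured on neutravidin plate; 0% = median of DMSO wells and 100% = 0.3 times that DMSO median; strong numbers were not always called active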
# * = called active by the depositor; ? = inconclusive; · = not tested or not shown; [ ] = dose if it differs, or a comment.
# Order of values: CIT2 TOR yeast	MEP2-GFP yeast	AGP1 TOR yeast	GRK2 aptamer HTS	LAP4-GFP MLPCN	VLA-4 inh	RPL19A TOR yeast	JMJD2C inh
COc1ccccc1CN(C(=O)CCl)C(C(=O)NC1CCCCC1)c1ccncc1 (stereo not drawn)
→ 98	96	101	0	95	-5	98	-7
O=C(COc1ccc([N+](=O)[O-])cc1)Nc1ccc2c(c1)nc1n2CCOC1
→ ?	203*[may fluoresce violet]	?	0	48[may fluoresce violet]	0	11*[may fluoresce violet]	4
CCOC(=O)c1sc(NCCNc2nc(C)c(C(=O)OCC)s2)nc1C
→ 106	102	101	0	97	-2	98	3
Cc1nnsc1SCC(=O)O
→ 113	97	99	0	90	3	98	-2
CCC(=O)c1ccc(OCc2ccc(C(=O)OC)cc2)cc1
→ 94	96	97	0	103	10	104	-3
COc1ccccc1OCCn1c(C(C)O)nc2ccccc21 (stereo not drawn)
→ 110	105	115	2	98	-6	108	0
CCCCC(=O)Nc1cc(-c2nc3ncccc3o2)ccc1C
→ 100	101	114	2	100	-12	104	-11
CCC1CCc2sc(C(=O)N(C)CC(=O)Nc3ccc(OC)cc3)cc2C1 (stereo not drawn)
→ 91	96	102	31	130	-7	100	-18
Cc1cc2oc3c(c(=O)c2cc1C)C(c1cccc(Br)c1)N(Cc1ccco1)C3=O (stereo not drawn)
→ 95	97	107	0	101	11	102	6
COc1cccc(C2NC(=O)N(CCCC(=O)O)C(C)=C2C(=O)OCc2ccccc2)c1 (stereo not drawn)
→ 112	90	86	1	129	-8	102	4
O=C(O)C1C2CCC(C2)C1C(=O)Nc1nc2ccccc2s1 (stereo not drawn)
→ 95	100	94	0	94	1	98	12
COC(=O)C1CCN(C(=O)COC(=O)C2CCN(S(=O)(=O)c3c(Cl)cccc3Cl)CC2)CC1
→ 107	100	104	0	110	6	97	14
O=C(O)c1cccc([N+](=O)[O-])c1C(=O)Nc1ccc2ccccc2c1
→ 97	101	89	1	92	-42	90	-1
Cc1nc(-c2ccccc2)cn2c1nc1ccccc12
→ 98	100	85	0	100	-114	99	-9
COc1ccc(C2NC(=O)CCC2[N+](=O)[O-])cc1OC (stereo not drawn)
→ 99	97	98	2	85	2	102	-424
COc1cccc(C(=O)NC2(C(F)(F)F)N=C3SCCN3C2=O)c1 (stereo not drawn)
→ 123	106	108	2	95	2	103	19
Cc1cc(Br)c(NC(=O)C(C)Sc2nnnn2C)c(Br)c1 (stereo not drawn)
→ 100	102	102	0	98	8	100	1
COc1cc(NS(=O)(=O)c2ccc(N/C=C(\C#N)c3nc4ccccc4o3)cc2)nc(OC)n1
→ 97	100	96	3	92	17	94	31
CCOc1cc2[nH]c(=O)n(CC3CCC(C(=O)NCCCOC)CC3)c(=O)c2cc1OCC (stereo not drawn)
→ 100	102	102	2	101	-7	101	-14
O=C(COC(=O)c1cc2ccccc2cc1O)NC1CCCCC1
→ 94	95	101	0	100	7	98	-4
O=C(O)CNS(=O)(=O)/C=C/c1ccccc1
→ 99	99	·	0	95	-2	87	-3
Cn1c(=O)[nH]c(=O)c2c1nc1n2CC(O)CN1c1ccccc1 (stereo not drawn)
→ 105	103	97	0	87	-1	109	-22
CC(=O)c1ccc(OCCCC(=O)N2CCN(S(=O)(=O)c3cc(C)ccc3C)CC2)cc1
→ 91	96	99	0	102	3	97	-3
S=C(Nc1ccc(Cl)cc1)NC1CC2CCCC(C1)N2C1CC1 (stereo not drawn)
→ 102	99	107	0	100	4	99	11
O=C(/C=C/c1ccncc1)c1ccc2c(c1)OCCO2
→ 93	96	96	0	106	20	92	-3
Cn1c(SCC(=O)Nc2nccs2)nnc1C12CC3CC(CC(C3)C1)C2
→ 101	104	100	2	102	-10	96	4
COc1ccc(Cl)cc1NC(=O)COC(=O)C1=NNC(=O)CC1
→ 97	95	95	0	92	3	103	-8
C=CCOc1cccc(C2/C(=C(/O)c3ccc4c(c3)CC(C)O4)C(=O)C(=O)N2CCN2CCOCC2)c1 (stereo not drawn)
→ 101	99	103	1	98	-123	105	?
Cc1c(Cl)c(C(F)(F)F)nn1CC(=O)NN
→ 101	104	103	3	92	3	104	5
CC(C)c1ccc(/C=C2\SC(=O)N(CC(=O)NCCCn3ccnc3)C2=O)cc1
→ 97	102	99	0	96	7	100	4
CCOC(=O)C1CCN(c2cc3c(cc2NC(=O)c2ccccc2)n(C)c(=O)n3C)CC1
→ 108	94	93	0	93	-19	99	-10
CC(=O)NS(=O)(=O)c1ccc(NC(=O)CCc2ccccc2)cc1
→ 89	78	87	1	83	-2	94	-3
Cc1cc(CNC(=O)C2CCC(=O)N(Cc3ccccc3F)C2)on1 (stereo not drawn)
→ 100	101	103	1	100	3	104	-9
O=C(CN1CCN(S(=O)(=O)c2ccc(Br)cc2)CC1)Nc1ccc(F)cc1
→ 95	103	105	3	95	37	99	13
O=C(c1ccccc1)c1ccc2nc(-c3ccc(NC(=O)c4ccccc4Br)cc3)[nH]c2c1
→ 108	107	101	0	108	-16	103	-7
O=C(CCc1ccccc1)NNC(=O)COc1ccccc1
→ 94	98	·	2	94	17	96	12
O=C(/C=C/c1ccco1)NC(=S)Nc1nc(-c2ccc(Cl)cc2)cs1
→ 107	109	102	2	105	32	103	-3
CCCS(=O)(=O)N1CCCC(C(=O)c2ccccc2OC)C1 (stereo not drawn)
→ 88	79	82	0	86	-7	88	0
CCc1cccc(NC(=O)NC(=O)Cn2nnc(C(=O)OC)c2C(=O)OC)c1
→ 104	106	97	0	94	14	100	9
CCC(=O)c1ccc(OCC(=O)OCC(=O)c2cc(C)n(C3CC3)c2C)cc1
→ 91	93	98	0	112	-5	97	-7
COc1ccc(/C=C2\SC(=S)N(CCCC(=O)Nc3ccc(C(=O)O)cc3)C2=O)cc1OC
→ 87	99	78	0	71	3	97	-17
CCN(CC(=O)Nc1c(F)cccc1F)C(=O)c1cc([N+](=O)[O-])ccc1N1CCOCC1
→ 103	96	103	12	100	10	99	0
COCc1ccc(C(=O)Nc2cccc(S(=O)(=O)N(C)c3ccccc3)c2)cc1
→ 105	102	104	0	102	14	99	-9
COc1ccc(-c2nc(C)c(C(C)=O)n2O)cc1OC
→ 104	103	106	0	97	8	100	-3
Cc1cc(C)n(CC(=O)n2nc(C)cc2C)n1
→ 95	95	92	1	92	3	95	1
Nc1nonc1-n1nnc(C(=O)N/N=C\c2ccncc2)c1CN1CCCCC1
→ 100	100	106	3	96	7	102	-10
Cc1c(Br)cc(C(=O)O)c(C)c1C
→ 82	108	104	2	166*	7	102	-11
O=C(NCCOc1ccc(Cl)cc1)C1CCCCC1
→ 96	99	94	11	106	6	94	-23
O=c1c(-c2ccc(Cl)cc2)[n+]([O-])c2ccccc2n1OCc1nc2ccccc2[nH]1
→ 102	101	128	1	116	3	99	15
CN(C)C1(CN=Cc2cc(Cl)cc([N+](=O)[O-])c2O)CCCCC1
→ 108	104	90	4	110	-6	96	-24
CCOc1ccc(C(=O)NCCc2cnc[nH]2)cc1OCC
→ 110	108	101	2	91	-12	111	-18
Cc1cc(=O)[nH]c(SCC(=O)N(CCC#N)c2ccccc2)c1C#N
→ 99	110	94	0	100	16	92	1
CS(=O)(=O)N1CCc2cc(C(=O)NC3CC3)ccc21
→ 109	101	103	0	105	4	96	1
COc1ccc(OCCCC(=O)Nc2nc(C)c(C(C)=O)s2)cc1
→ 108	98	104	0	102	-4	101	-38
CCOc1ccc(S(=O)(=O)N2CCCC(C(=O)NCc3ccccn3)C2)cc1C (stereo not drawn)
→ 102	103	105	1	103	3	104	-3
O=C(Nc1ccc(Br)cn1)c1coc(=O)c(Br)c1
→ 101	94	100	4	99	-7	96	-2
CC1CC(=O)N(CC(=O)Nc2cccc(Cl)c2)c2ccccc2S1(=O)=O (stereo not drawn)
→ 96	103	97	0	102	5	101	-7
Cc1cc(Cl)ccc1OCC(=O)OCC(=O)NC1CCCC1
→ 99	90	97	0	99	0	94	-2
CC(C)CN(C(=O)CN1CCN(c2ccccc2F)CC1)c1c(N)n(CC(C)C)c(=O)[nH]c1=O
→ 98	97	102	0	105	6	103	4
S=c1[nH]nc(C2CCCCC2)n1/N=C/c1ccccc1Br
→ 90	99	88	1	91	-1	99	2

# The results go on:
# Order of values: CIT2 TOR yeast	MEP2-GFP yeast	AGP1 TOR yeast	GRK2 aptamer HTS	LAP4-GFP MLPCN	VLA-4 inh	RPL19A TOR yeast	JMJD2C inh
COc1ccc(-n2nnnc2-c2cnc3cc4c(cc3c2C)OCO4)cc1
→ 99	100	100	3	102	12	102	-3
COc1cc2c(cc1OC)-c1cc(N3CCCCCC3)nc(=O)n1CC2
→ 106	107	106	1	106	-4	100	-1
COc1cc(CNn2c(C)n[nH]c2=S)cc(Br)c1OCC(=O)NC(C)(C)C
→ 100	100	90	2	79	-1	93	15
CC(C)(C)[C@H]1COC(=O)[C@@H](Cc2ccc(F)cc2)CC/C=C/C[C@@H](CC(=O)N[C@@H](CO)Cc2ccccc2)C(=O)N1
→ 96	98	103	26	109	8	102	25
CC1CC(=O)N(CC(=O)Nc2cccc(F)c2)c2ccccc2S1(=O)=O (stereo not drawn)
→ 93	93	90	0	92	0	93	13
CC(C)[C@H]1CN=C2N(C[C@H](C)NC(=O)CCC3CCCCC3)[C@H](Cc3ccc(O)cc3)CN21
→ 67	93	75	0	123	28	92	-15
Cc1ccsc1/C=N/NC(=O)c1nnn(-c2nonc2N)c1CN(C)c1ccccc1
→ 108	113	103	0	100	17	100	4
CCOC(=O)N1CCC(N2CCN(Cc3ccccc3)C(CCO)C2)CC1 (stereo not drawn)
→ 95	104	115	0	126	-4	108	10
COc1ccc(C2CC(c3ccco3)n3ncnc3N2)cc1 (stereo not drawn)
→ 109	106	110	0	101	-17	100	5
c1cc(Nc2ncnc3sccc23)cc(-c2nnc3n2CCCCC3)c1
→ 105	98	101	0	98	-11	98	-1
CCOC(=O)C1=C(C)Nc2nnnn2C1c1cccc(OC)c1OC (stereo not drawn)
→ 107	104	105	6	100	9	104	6
CC(C)Cc1nc(SCC(=O)N2CCCC2)c2c(=O)n(C)c(=O)n(C)c2n1
→ ·	85	88	1	69	0	94	-5
Cc1ccccc1/C=C1\SC(=S)N(/N=C/c2cc([N+](=O)[O-])ccc2O)C1=O
→ 98	102	94	1	104	-3	105	-4
NC(=O)/C(=C/c1ccco1)NC(=O)/C=C/c1ccccc1
→ 114	104	108	3	98	-24	104	6
O=C(CSc1nnc2ccc(-c3ccncc3)nn12)N1CCCCC1
→ 106	95	105	2	110	0	95	-5
O=C(NCc1ccccc1)c1cccc(COc2ccc(Cl)cc2)c1
→ 89	96	96	0	112	9	100	1
Cc1cc(NC(=O)CN2C(=O)NC3(CCCCC3)C2=O)no1
→ 98	105	98	5	87	3	103	-3
COC(=O)[C@@]1(Cc2ccc(OC)cc2)[C@H]2c3cc(C(=O)N4CCCC4)n(Cc4c(CO)[nH]cc(C)c4=O)c3C[C@H]2CN1C(=O)c1ccccc1
→ 90	94	92	1	103	21	100	8
Cc1cnc(C(=O)Nc2cc(S(=O)(=O)N3CCOCC3)ccc2N2CCN(C)CC2)cn1
→ 102	107	105	0	103	·	102	2
COc1cc2ccccc2cc1C(=O)NC1CCCC1
→ 82	95	90	2	100	0	100	7
Cc1ccc(N2C(=O)CC(Cn3nc(C)cc3C)C2=O)cc1 (stereo not drawn)
→ 90	101	97	0	101	3	98	-6
COc1ccc(S(=O)(=O)Nc2ccc3c(c2)COC3=O)cc1OC
→ 110	137	106	2	111	-25	101	12
